# Hsp70 activator: Hsp70 transcriptional activators, primary screen, cell-based, HeLa, Hsp70 promoter luciferase, luminescence, 10 µM; HeLa Hsp70 promoter luciferase reporter; scaled: vehicle 0, proteasome-inhibitor control 100%; activation, % at 10 µM; actives 0.04% (n = 200,000); AID 1203, 2008;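 active means activation above the mean across all tested compounds plus 3 SD, cutoff set per campaign, cut at about 5.5% in these data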;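 further: 100% = MG132 at 30 µM as the positive control and 0% = DMSO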
# APP 5'UTR act: activators of APP 5'UTR luciferase reporter, primary screen, SH-SY5Y cells | SH-SY5Y APP 5'UTR luciferase reporter, luminescence; zero percent = DMSO vehicle wells | activation, % at 2 µM | actives 1% (n = 190,000) | AID 1276, 2008;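 active means activation above a set limit, based on mean plus 3 SD of controls, cut at about 140% in these data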; further: values of inactives mirror those of a sister screen read the other way
# APP 5UTR inh: inhibitors of APP translation via 5'UTR reporter, primary screen, APP 5'UTR luciferase, SH-SY5Y cells. SH-SY5Y APP 5'UTR-luciferase reporter, luminescence. inhibition, % at 2 µM. actives 0.82% (n = 190,000). AID 1285, 2008;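 active means inhibition above a set limit, derived from the sample mean plus 3 SD, cut at about 45% in these data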; further: values of inactives mirror those of a sister screen read the other way
# FLuc inh counter: firefly luciferase enzyme inhibitors, primary screen, artefact control for luciferase-based inhibitor screens, biochemical, luminescence, ATPLite | Luciferin 4-monooxygenase (Photinus pyralis), P08659 | 10 min | inhibition, % at 10 µM | actives 1.5% (n = 200,000) | AID 1006, 2008;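 active means inhibition above about 50% when tested at 10 µM, limit read from the data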
# Target sequence (P08659 whole entry, looked up): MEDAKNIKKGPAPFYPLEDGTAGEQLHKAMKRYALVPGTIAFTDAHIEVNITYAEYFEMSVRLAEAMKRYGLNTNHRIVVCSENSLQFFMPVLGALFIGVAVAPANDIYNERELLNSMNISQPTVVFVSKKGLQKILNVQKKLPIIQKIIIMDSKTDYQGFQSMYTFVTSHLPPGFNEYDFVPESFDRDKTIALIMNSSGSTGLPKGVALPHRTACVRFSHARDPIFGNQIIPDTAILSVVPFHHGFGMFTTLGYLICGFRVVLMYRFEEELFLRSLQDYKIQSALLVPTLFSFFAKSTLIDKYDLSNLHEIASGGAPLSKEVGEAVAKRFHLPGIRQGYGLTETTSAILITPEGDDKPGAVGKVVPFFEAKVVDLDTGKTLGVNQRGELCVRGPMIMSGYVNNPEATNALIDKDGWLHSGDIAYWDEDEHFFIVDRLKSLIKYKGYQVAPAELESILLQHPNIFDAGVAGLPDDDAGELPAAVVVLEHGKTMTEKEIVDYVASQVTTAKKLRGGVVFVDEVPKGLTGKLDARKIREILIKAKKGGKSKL
# STAT3 act: IL-6 driven STAT3 reporter potentiators, primary screen, U3A cells, luciferase, luminescence, MLSCN library; actives 0.91% (n = 190,000); activation (% of control), % at 5.6 µM; IL-6 STAT3-luciferase reporter; 100% = signal with IL-6 EC80 alone;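 active means activation above the screen-wide mean of compound activation plus 3 SD, cut at about 130% in these data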;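 further: 0% = background luminescence of wells with medium and substrate only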
#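 Test system: STAT3-luciferase reporter U3A cells; Detection: reporter luminescence signal; Times: 1 h compound pre-exposure, 6 h IL-6 stimulation, 37 °C; Benchmarks: IL-6-only high control; Also added: IL-6 stimulus at 33 ng/mL final.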
# RAM inhibit: inhibitors of the yeast RAM network, primary screen, dse1pr::URA3 reporter, 5-FOA selection; S. cerevisiae dse1pr::URA3 reporter, 5-FOA growth OD615, 2 d; analog-sensitive cbk1-as2 kinase mutant strain; inhibition, % at 50 µM; actives 1.8% (n = 190,000);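 active means inhibition above a set limit, 3 SD over mean compound inhibition, cut at about 8.4% in these data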;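 further: 0% = DMSO-only wells with no growth and 100% = 10 µM 1-NA-PP1 full growth; inhibition rescues growth on 5-FOA so higher OD means more RAM inhibition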
# NF-kB neuron act: activators of NF-kB expression in neurons, primary screen, cell-based, HTS; human neuronal cells, NF-kB reporter expression; hits give high values; fold change at 12.5 µM; actives 1.6% (n = 190,000); AID 1239, 2008; in the data active means fold change above about 3.3
# STAT1 act: STAT1 signaling activators, primary screen, cell-based, HTS, luciferase reporter; NIH 3T3 STAT1-luciferase reporter, IFN-gamma, luminescence; 100% = IFN-gamma alone, no compound; activation (% of control), % at 5.5 µM; actives 2.6% (n = 200,000); AID 932, 2007;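 active means activation above the screen-wide mean activation plus 3 SD, cut at about 130% in these data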;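 further: raw ratio to IFN-gamma control signal so 100% means no change and 0% no light; values of inactives mirror those of a sister screen read the other way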
# STAT3 inh: IL-6 driven STAT3 reporter inhibitors, primary screen, U3A cells, luciferase, luminescence, MLSCN library. IL-6 STAT3-luciferase reporter; host cell line lacks STAT1. inhibition, % at 5.5 µM. actives 0.89% (n = 190,000). AID 862, 2007;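 active means inhibition above the mean inhibition across all screened compounds plus 3 SD, cut at about 44% in these data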;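 further: 0% = DMSO only wells and 100% = 100 µM nifuroxazide control wells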
# STAT1 blocker: STAT1 signaling inhibitors, primary screen, cell-based, HTS, luciferase reporter; NIH 3T3 STAT1-luciferase reporter, IFN-gamma, luminescence; inhibition, % at 5.5 µM; actives 0.35% (n = 200,000);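 active means inhibition above a set limit, the mean inhibition across all tested compounds plus 3 SD, cut at about 34% in these data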;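 further: 0% = IFN-gamma with DMSO and 100% = IFN-gamma with 300 µM nifuroxazide; values of inactives mirror those of a sister screen read the other way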
# * hit, by the source's call; / = not tested or not shown.
[1] COc1cccc(NC(=O)CSc2nnc(-c3cc(C)n(-c4ccccc4)c3C)o2)c1
[2] Cc1nn(C)cc1CNC(=O)c1cnn2c1NC(c1ccc(Br)cc1)CC2C(F)(F)F (configuration not stated)
[3] Cc1cnnn1-c1cccc([N+](=O)[O-])c1
[4] CN(CC(=O)Nc1ccc(C#N)cc1)Cc1ccc(Cl)c(Cl)c1
[5] COc1cccc(C(=O)Nc2cc(=O)n(C)c(=O)n2C)c1OC
[6] Cc1nc(=O)c(-c2ccccc2)c(C)n1-c1ccc(C(=O)O)cc1
[7] NS(=O)(=O)c1ccc(Nc2ccc3nonc3c2[N+](=O)[O-])cc1
[8] CCN1CCn2c1nc(N1CCCCC1)nc2=O
Assay by compound,1,2,3,4,5,6,7,8
APP 5UTR inh,-38,-5,-7,8,-2,-5,12,-3
Hsp70 activator,-0.3,-0.2,0.1,-0.2,0.0,-0.2,-0.2,-0.1
STAT1 act,65,104,105,103,97,94,96,99
FLuc inh counter,3,-4,-2,-3,-4,-4,-4,-4
NF-kB neuron act,0.22,0.88,/,0.94,1.2,0.97,1.2,1.3
STAT3 act,94,90,96,106,102,100,93,100
APP 5'UTR act,38,5,7,-8,2,5,-12,3
STAT1 blocker,40*,-6,-7,-3,3,6,4,1
STAT3 inh,15,16,10,-4,6,5,13,4
RAM inhibit,9.3*,-0.1,1.6,2.4,-2.1,0.5,-0.8,1.9

[9] O=C(CN(C1CCCCC1)S(=O)(=O)c1ccc(F)cc1)NCCCO
[10] COc1ccc(OCCOC(=O)c2[nH]c(C)c(C(C)=O)c2C)cc1
[11] COc1ccc(NC(=S)Nc2ccc(S(=O)(=O)N3CCOCC3)cc2)c(OC)c1
[12] COc1ccc(N2C(=O)CC(Sc3n[nH]c(-c4ccc(C)cc4)n3)C2=O)cc1 (configuration not stated)
[13] CCOC(=O)C1=C(O)C(=O)NC(c2ccccc2)=C(OCC)C1
[14] CCN=C(N/N=C/c1ccc([N+](=O)[O-])cc1)SC
[15] O=C(O)CCCN1C(=O)/C(=C/c2ccc(-c3nc4ccccc4s3)o2)SC1=S
[16] Cc1ccc(NC(=O)Cc2ccccc2Cl)cc1S(=O)(=O)N(C)C
Assay by compound,9,10,11,12,13,14,15,16
APP 5UTR inh,-11,4,-12,-15,23,10,-21,0
Hsp70 activator,0.3,-0.3,-0.4,0.5,0.0,-0.1,-0.1,-0.4
STAT1 act,96,89,94,102,103,113,98,113
FLuc inh counter,4,-4,-3,15,0,11,-2,2
NF-kB neuron act,0.98,5.8*,1.2,1.1,1.1,0.97,0.8,0.93
STAT3 act,107,86,101,100,103,113,92,98
APP 5'UTR act,11,-4,12,15,-23,-10,21,0
STAT1 blocker,4,12,6,-4,-4,-15,3,-14
STAT3 inh,-7,20,2,4,-2,-15,18,5
RAM inhibit,0.8,2.0,3.9,3.4,-0.3,0.0,2.0,1.1

[17] CCN(CC)S(=O)(=O)c1ccc(NN)nc1
[18] CC(C)(C)NC(=O)CSc1ncnc2c1nnn2Cc1ccccc1Cl
[19] CCOC(=O)c1nnn(-c2nonc2N)c1CSc1nnc(N)s1
[20] c1ccc2[nH]c(CN3CCOCC3)nc2c1
[21] CC1(C)CC(=O)C(Sc2nnc(-c3ccc(NS(C)(=O)=O)cc3)n2Cc2ccco2)C(=O)C1
[22] CN(CC(=O)NCc1ccccn1)S(=O)(=O)c1ccccc1
[23] COc1ccc(C(=O)OCC(=O)Nc2cc(C)on2)cc1S(=O)(=O)N1CCOCC1
[24] CC(C)(C)OC(=O)NCCCC[C@H](NC(=O)c1nc[nH]c1C(=O)NCc1ccccc1)C(=O)OC(C)(C)C
Assay by compound,17,18,19,20,21,22,23,24
APP 5UTR inh,-26,-8,-7,-15,-14,-4,-3,-10
Hsp70 activator,-0.5,0.3,-0.1,0.1,-0.1,-0.1,-0.1,0.0
STAT1 act,107,90,103,92,102,101,96,90
FLuc inh counter,3,-5,-6,-2,-3,1,-5,-2
NF-kB neuron act,1.2,0.75,1.3,0.97,1.1,1.1,1.1,0.72
STAT3 act,92,103,98,98,96,100,101,/
APP 5'UTR act,26,8,7,15,14,4,3,10
STAT1 blocker,-9,12,-4,9,-2,-1,4,12
STAT3 inh,11,-3,6,7,9,4,3,/
RAM inhibit,1.4,1.5,0.7,0.2,0.1,1.2,2.1,4.8

# Whole records, looked up by structure. Values in the order: APP 5UTR inh	Hsp70 activator	STAT1 act	FLuc inh counter	NF-kB neuron act	STAT3 act	APP 5'UTR act	STAT1 blocker	STAT3 inh	RAM inhibit
# Listed for CN(CC(=O)NCc1ccccn1)S(=O)(=O)c1ccccc1 → -4	-0.1	101	1	1.1	100	4	-1	4	1.2
# Listed for CCN(CC)S(=O)(=O)c1ccc(NN)nc1 → -26	-0.5	107	3	1.2	92	26	-9	11	1.4
# Listed for CCOC(=O)c1nnn(-c2nonc2N)c1CSc1nnc(N)s1 → -7	-0.1	103	-6	1.3	98	7	-4	6	0.7
# Listed for CC1(C)CC(=O)C(Sc2nnc(-c3ccc(NS(C)(=O)=O)cc3)n2Cc2ccco2)C(=O)C1 → -14	-0.1	102	-3	1.1	96	14	-2	9	0.1

# (more compounds)
[25] N#Cc1nc(Cc2cccc3ccccc23)oc1NCC1CCCO1 (configuration not stated)
[26] CCOC(=O)N1CCC(NC(=O)c2cc3c(-c4ccccc4F)nn(C)c3s2)CC1
[27] COCc1c(C(=O)N2CCN(c3ccc(C(F)(F)F)cn3)CC2)oc2ccccc12
[28] Cc1ccc(Cl)cc1N1CCN(C(=O)C2CCN(S(=O)(=O)c3c(C)nn(C)c3C)CC2)CC1
[29] CN(C(=O)COc1ccccc1C(=O)NCCOc1ccccc1)c1ccccc1
[30] COC(=O)c1cn(NC(=O)Cc2ccccc2OC)c(=O)c2ccccc12
[31] Cc1ccc(S(=O)(=O)NCCNC(=O)N2CCOCC2)cc1
[32] N=c1nc(SCCC(=O)O)ss1
Assay by compound,25,26,27,28,29,30,31,32
APP 5UTR inh,-26,-10,-14,-18,13,4,8,9
Hsp70 activator,-0.3,-0.4,-0.1,-0.4,-0.6,-0.1,-0.1,-0.5
STAT1 act,96,101,97,93,83,88,100,95
FLuc inh counter,-4,-8,-7,-5,-4,-4,-9,-4
NF-kB neuron act,0.85,0.39,1.1,0.41,0.22,1.1,0.79,0.72
STAT3 act,98,82,101,98,86,91,100,91
APP 5'UTR act,26,10,14,18,-13,-4,-9,-9
STAT1 blocker,5,-1,3,8,19,11,0,6
STAT3 inh,10,29,2,6,20,15,8,13
RAM inhibit,0.9,3.5,3.6,1.3,-0.8,4.0,0.8,2.2

[33] CNC(=O)NC1CCCc2ccccc21 (configuration not stated)
[34] O=c1ccnc(NCCc2ccccc2)[nH]1
[35] COCCCC1CCN(C(=O)CCc2nnc(CCCCc3ccccc3)o2)CC1
[36] CC(O)CNc1nc(Cl)c(C#N)s1 (configuration not stated)
[37] CCc1cccc(CC)c1NC(=O)C1SC(=Nc2ccccc2C)C(c2nc3ccccc3s2)=C1N (configuration not stated)
[38] CN1C=CC=C/C1=C1\SC(=S)N(Cc2ccccc2)C1=O
[39] O=C(CN(Cc1cccs1)C(=O)CNS(=O)(=O)c1ccccc1)NC1CCCC1
[40] CCCc1cc(=O)[nH]c(-n2[nH]c3c(c2=O)CCCC3)n1
Assay by compound,33,34,35,36,37,38,39,40
APP 5UTR inh,1,2,-4,-5,-9,-13,4,10
Hsp70 activator,0.5,-0.4,0.3,0.1,-0.4,-0.2,-0.3,-0.2
STAT1 act,97,101,97,98,102,104,99,95
FLuc inh counter,0,-3,-3,0,-3,-6,-4,0
NF-kB neuron act,0.97,1.4,1.2,1.2,1.2,1.1,1.2,0.82
STAT3 act,100,103,96,102,113,103,107,90
APP 5'UTR act,-1,-2,4,5,9,13,-4,-10
STAT1 blocker,3,-1,1,2,-2,-5,2,6
STAT3 inh,6,1,7,0,-17,-2,-6,15
RAM inhibit,2.7,0.4,-0.2,0.8,8.8*,2.3,2.9,-0.8

[41] CC(C)CC(NC(=O)c1ccccc1)C(=O)OCC(=O)Nc1ccc(Br)cn1 (configuration not stated)
[42] Cc1cc(C(=O)COC(=O)C2COc3ccccc3O2)c(C)n1CC1CCCO1 (configuration not stated)
[43] COc1ccc(/C=N/NC(=O)Nc2cccc3nsnc23)cc1
[44] CC(C)CC(NC(=O)C1CCC(C)CC1)C(=O)N1CCN(c2ccccn2)CC1 (configuration not stated)
[45] CN(C)S(=O)(=O)c1ccc(NC(=O)CSc2n[nH]c(=O)n2C2CC2)cc1
[46] CCc1cc(C(c2cccc(OC)c2)N2CCOCC2)c(NC(=O)c2ccccc2)s1 (configuration not stated)
[47] CC(=O)/C(C(=N)N1CCN(C(c2ccccc2)c2ccccc2)CC1)=C(\C)O
[48] CNC(=O)CNC(=O)Nc1ccc(C)cc1
Assay by compound,41,42,43,44,45,46,47,48
APP 5UTR inh,-1,-12,2,16,-15,-2,-4,0
Hsp70 activator,0.0,-0.1,-0.5,-0.4,-0.3,-0.4,-0.4,-0.4
STAT1 act,101,99,99,100,99,99,97,99
FLuc inh counter,-2,27,-2,-4,-8,-1,-6,-2
NF-kB neuron act,1.4,1.3,1.1,0.85,1.2,1.1,1.3,0.94
STAT3 act,100,100,103,103,104,102,105,105
APP 5'UTR act,1,12,-2,-16,15,2,4,0
STAT1 blocker,1,1,1,0,0,1,3,-2
STAT3 inh,9,6,2,1,-3,3,3,-5
RAM inhibit,0.0,0.3,1.5,0.0,4.3,0.7,0.8,0.7

[49] COc1ccc(C(=O)C2CCCN(C(=O)c3cc(C)nc(C)n3)C2)cc1OC (configuration not stated)
[50] O=C(OCc1nc2scc(-c3ccccc3)c2c(=O)[nH]1)c1cc(Cl)ccc1[N+](=O)[O-]
[51] CSc1nc(-c2ccco2)nn1S(C)(=O)=O
[52] O=C(NOC(=O)c1ccccc1Cl)c1cccs1
[53] C[N+](C)(C)CCOP(=O)([O-])OC[C@H](O)CO
[54] Cc1csc(SCC(=O)Nc2cccc(S(=O)(=O)N3CCOCC3)c2)n1
[55] O=C(Cc1n[nH]c(=O)c2ccccc12)Nc1ccc(-c2nnc3n2CCCCC3)cc1
[56] CCCNC(=O)c1ccccc1NS(=O)(=O)c1ccc2c(c1)OCCO2
Assay by compound,49,50,51,52,53,54,55,56
APP 5UTR inh,4,-10,-15,-26,-3,-7,9,-12
Hsp70 activator,-0.1,-0.3,2.4,-0.2,-0.2,-0.2,0.2,-0.2
STAT1 act,110,108,100,100,100,103,102,105
FLuc inh counter,-5,-8,0,4,-1,-3,-5,-2
NF-kB neuron act,1.3,1.1,1.2,1,1.3,1.1,1.1,1.1
STAT3 act,102,85,101,103,91,103,105,103
APP 5'UTR act,-4,10,15,25,3,7,-9,12
STAT1 blocker,-12,-9,-1,0,-1,-3,-2,-5
STAT3 inh,-1,21,3,-2,12,5,-6,0
RAM inhibit,0.4,1.8,0.5,-1.6,-0.9,-1.1,1.4,4.4

# Bioassay records deposited in PubChem by several laboratories.
